Bioassay records: PubChem BioAssay, NCI
NCI-60 one-dose screen, 48 h, at 10 µM unless noted. Numbers give growth in % (100 = growth as untreated, 0 = no growth, -100 = all killed).
UACC-62 – UACC-62 melanoma; AID 1794756; actives 5.4% (n = 81,000)
UACC-257 – UACC-257 melanoma. actives 4.4% (n = 78,000). AID 1794764
A549/ATCC – A549/ATCC NSCLC. actives 3.7% (n = 81,000)
SK-MEL-2 – SK-MEL-2 melanoma. actives 4.7% (n = 77,000). AID 1794763
EKVX – EKVX NSCLC; actives 3% (n = 71,000); AID 1794765
MALME-3M – MALME-3M melanoma. AID 1794766. actives 5.8% (n = 78,000)
M14 – M14 melanoma. actives 6.2% (n = 80,000)
SK-MEL-5 – SK-MEL-5 melanoma; actives 6.4% (n = 80,000); AID 1794755
Active calls of the source: *; x = no result given; & = joins results of further samples. How the source made its calls: active means growth percent below 10; inactive means the rest. Compounds were not picked by outcome; overall some 9.8% were active at least once.

SMILES	UACC-62	UACC-257	A549/ATCC	SK-MEL-2	EKVX	MALME-3M	M14	SK-MEL-5
O=C(NC1CCCCC1)C(c1ccc(F)cc1)N(C(=O)C1CCc2cc(F)ccc2O1)c1ccc(F)cc1F (stereo unspecified)	106	101	78	93	91	84	94	105
Cn1ccc2c1CC1CN(C3CCCC3)C(=O)C1C2C(=O)O (stereo unspecified)	94	97	98	96	98	96	104	104
O=C(Nc1ccc(NS(=O)(=O)c2ccc(F)cc2)cc1)C12CC3CC(CC(C3)C1)C2	92	92	87	107	74	87	97	94
Oc1ccc2ccccc2c1N=Nc1ccccn1	30	18	53	x	22	60	16	24
CC1CC(=O)Nc2ccccc2N1C(=O)Nc1ccc(Cl)cc1 (stereo unspecified)	88	112	93	104	99	x	98	107
Nc1nc(-c2ccc(Cl)cc2)cc(-c2ccc(Nc3nc(Nc4ccccc4)nc(Nc4ccc(Cl)cc4)n3)cc2)n1	77	93	81	82	58	94	x	87
C=C(C)[C@H]1C[C@@]2(OC)O[C@@]3(C=C2C(=O)OC)[C@H]2[C@@H]4[C@H](C[C@@]2(C)O)OC(=O)[C@@]43CC1=O	95	99	108	101	99	100	100	99
CCOC(=O)/C=C(/C)Sc1cc(O)ccc1O	100	97	94	95	x	105	105	102
Nc1cc(Cl)cc2c1-c1ccc(Cl)cc1C2	90	104	88	96	49	x	113	96
Cc1coc(NS(=O)(=O)c2ccc(N=Nc3c(N)nc(N)[nH]c3=O)cc2)c1C	101	98	101	x	x	102	108	102
COc1ccccc1CCO	106	80	83	124	x	106	112	99
O=C(CN1C(=O)CCC1=O)Nc1ncc(Cc2ccccc2Cl)s1	88	99	102	101	98	102	101	100
CC(C)=CCC/C(C)=C/CC/C(C)=C/CCc1ccsc1	108	105	110	x	x	96	108	x
COc1cc2nc(SCC(=O)NNC(=S)NC(=O)c3ccc(Br)cc3)n(-c3ccc(Cl)cc3)c(=O)c2cc1OC	98	105	106	116	90	100	95	97
Nc1nc(N)nc(-c2cccc([N+](=O)[O-])c2)n1	98	109	107	107	102	116	109	105
O=c1c2sc3ncc(Br)cc3c2ncn1-c1ccccc1	89	95	77	117	x	69	90	95
CCC(c1ccc(OC)cc1)C(CC)c1ccc(N(C)C)cc1 (stereo unspecified)	101	114	106	87	93	91	101	100
O=C1/C(=C/c2ccc3c(c2)OCO3)C(=S)SN1Cc1ccco1	94	93	94	91	x	95	104	99
C/C(=C(/C)C1CC1CCNS(=O)(=O)c1ccc(C)cc1)C1CCCC1 (stereo unspecified)	69	91	87	99	79	101	96	90
Clc1ccc(C(c2c[nH]c3ccccc23)N2CCCC2)cc1 (stereo unspecified)	92	95	97	x	x	82	92	103
Clc1ccc(-c2nc3ccccc3s2)cc1Cl	88	114	98	95	85	114	104	90
O=C(CSc1nc(-c2ccc(Cl)cc2)cn1-c1ccc(Cl)cc1)c1ccc(Br)cc1	72	x	59	87	69	94	89	95
CCCCCCn1c(O)c(N=Nc2nc(-c3cc4ccccc4oc3=O)cs2)c2ccccc21	-2.7*	46	-17*	80	1.7*	-72*	-4.7*	-65*
O=C1/C(=C/c2cccs2)SC(=S)N1c1ccccc1	93	104	95	107	102	97	106	99
N/C(=N\c1nc2ccc([N+](=O)[O-])cc2s1)C(Cl)(Cl)Cl	55	85	26	120	52	77	86	84
O=C(CCN1C(=O)CC1c1ccco1)N1CCOCC1 (stereo unspecified)	99&107	102	99&101	104&95	102	108&107	103&105	102&103
O=C(Nc1ccc([N+](=O)[O-])cc1)N1CCOCC1	94	104	112	x	x	92	99	96
CCOC(=O)C1CN(CCc2ccccc2)CCC1=O (stereo unspecified)	102	100	103	96	115	131	96	111
O=S(=O)(c1ncsc1-c1ccccc1)N1CCN(c2cccc(Cl)c2)CC1	83	108	95	102	78	92	98	93
CN1CCc2c(sc3ncnc(N/N=C/c4cccc(Cl)c4Cl)c23)C1	92	77	-70*	104	67	88	65	81
C=CCNCCC#N	109	111	99	x	x	114	101	99
Cc1cc(=O)[nH]c(N2CCCCC2)n1	104	101	105	131	100	106	114	108
COc1cc(C(=O)OC2c3ccccc3CCC2N(C)C)cc(OC)c1OC (stereo unspecified)	100	89	96	x	x	93	100	99
CC[N+](CC)(CC)CCCC[P+](CC)(CC)CC	102	92	96	x	x	x	103	112
Clc1ccc(-c2nc3ccccc3n3cccc23)cc1	84	117	91	76	78	120	93	96
O=Cc1[nH]c(Sc2ccccc2)c2ccccc12	62	78	96	82	76	58	81	74
CCCCCCCCCCN(CCCCCCCCCC)CC(=O)c1ccc2cc(Br)c3ccccc3c2c1	94	87	82	101	84	-78*	-12*	94
NC(=O)C(=Cn1c(=S)[nH]c2ccc([N+](=O)[O-])cc21)C(N)=O	94	102	108	111	98	100	106	106
CCOC(=O)c1ccc(NC2=CC(=O)C(C)=C(C)C2=O)cc1	74	84	117	96	95	97	90	92
O=C(NN(C(=O)c1ccccc1)c1cccs1)c1ccccc1	88	139	x	107	112	97	101	101
COc1ccc2c(c1)=C(c1sc(Nc3nnc(-c4ccc(O)cc4)s3)nc1O)C(=O)N=2	101	98	99	104	108	118	102	102
CCC(CCC(C)C1CCC2C3CC=C4CC(OC(=O)CCC(=O)O)CCC4(C)C3CCC12C)C(C)C (stereo unspecified)	111	107	113	94	163	137	110	108
COC(=O)c1nc(N)nc(C(=O)OC)c1C(=O)c1ccc2ccccc2c1	92&107	109&111	110&113	107&111	63&112	99&109	96&125	107&102
COC(=O)C(=Cc1ccccc1)C(=O)OC	101	84	93	108	x	105	105	107
COc1cc(-c2nnc(-c3cc4cc(OCc5ccccc5)ccc4nc3OC)o2)cc(OC)c1OC	69	83	83	83	96	112	86	67

Limited to UACC-62, A549/ATCC and MALME-3M, for 2 of the compounds above:
structure | UACC-62 | A549/ATCC | MALME-3M
COc1ccc2c(c1)=C(c1sc(Nc3nnc(-c4ccc(O)cc4)s3)nc1O)C(=O)N=2 | 101 | 99 | 118
CCC(CCC(C)C1CCC2C3CC=C4CC(OC(=O)CCC(=O)O)CCC4(C)C3CCC12C)C(C)C (stereo unspecified) | 111 | 113 | 137

(listing goes on)
SMILES	UACC-62	UACC-257	A549/ATCC	SK-MEL-2	EKVX	MALME-3M	M14	SK-MEL-5
O=C(c1ccc(O)cc1)C1[C@H](c2ccc(Cl)cc2)[C@@H](c2ccccc2)NC12C(=O)Nc1ccccc12 (stereo partly specified)	-22*	78	14	-72*	8.3*	-40*	-27*	-93*
O=C1NC(=O)C(CCc2ccccc2)(c2ccccc2)N1 (stereo unspecified)	90	109	104	98	120	95	108	106
CNc1c(Br)cc(Br)cc1-c1n[nH]c(=O)[nH]c1=O	103	101	97	110	x	98	103	94
N#CC(Cc1ccccc1)C(N)=O (stereo unspecified)	103	103	99	100	106	100	105	110
CC1=C(C(=O)OCc2ccccc2)C(c2c(O)cc(O)cc2O)n2c(nc3ccccc32)N1 (stereo unspecified)	15	48	57	58	54	53	42	53
[2H]C([2H])([2H])Oc1ccc(F)cc1/C=C/C(=O)/C=C(/C=C/c1cc(F)ccc1OC([2H])([2H])[2H])OB(F)F	69	79	91	94	100	69	70	95
Cc1cc(N2CCSCC2)nc(NC2CCCC(Nc3ccnc4cc(Cl)ccc34)C2)n1 (stereo unspecified)	-88*	-79*	7.5*	-81*	24	-86*	-89*	x
CCOC(=O)CCN(CC(=O)OCC)C(C)C	106	98	100	x	x	x	101	110
CCCCN1CCNC1=S	106	121	102	148	107	108	x	95
O=C(c1cc(-c2ccc(F)cc2)c2sc(=O)[nH]c2n1)N1CCOCC1	96	102	84	94	x	96	90	102
CCS(=O)(=O)Oc1ccc2c3c(c(=O)oc2c1)CCCCC3	93	82	71	x	x	104	95	89
Nc1ccccc1C(=O)NC1C(=O)Nc2ccccc21 (stereo unspecified)	87	101	102	100	87	93	90	95
c1cc[n+](C2c3ccccc3-c3ccccc32)cc1	92	90	81	73	90	98	91	100
COc1ccc2nc(C#N)ccc2c1	107	x	97	119	66	122	111	102
CC[n+]1ccc(Nc2ccc(NC(=O)c3ccc(Nc4cc[n+](CC)c5ccc([N+](=O)[O-])cc45)cc3)cc2)cc1	79	56	66	111	x	40	84	66
C#C[C@@]1(O)[C@@H](CO)O[C@@H](n2cc(Cl)c3c(N)ccnc32)[C@@H]1O	105	89	67	77	90	82	85	71
COC(=O)c1c(C(=O)OC)c2ccc3c4ccccc4ccc3n2c1C(=O)C(Br)Br	85	92	100	108	104	90	101	99
O=C(c1ccc(F)c(Cl)c1)N1c2ccccc2Sc2ccccc21	26	61	66	65	74	64	53	34
COc1ccc(/C(=N/N=C(N)N)c2ccccc2)cc1OC	97	100	98	101	99	103	100	100
COc1ccc(/C=C/c2nc3ccccc3c3nnc(-c4ccc(Cl)cc4)n23)cc1	41	97	52	88	75	109	60	x
COc1c(Cl)cc(Cl)cc1Cl	100	122	116	117	x	143	116	109
CCn1c(Sc2nnc(NC(=O)CSC(=S)N3CCCCC3)s2)nc2c1c(=O)n(C)c(=O)n2C	61	94	78	81	88	71	68	85
COc1cc(/C=C/C(=O)c2ccc(N3CCN(C)CC3)cc2)ccc1F	89	90	77	115	88	103	74	96
S=C(S)NNc1ccccc1	104	x	x	90	x	92	89	100
CCCC(C)NCCOC(=O)Nc1ccccc1 (stereo unspecified)	98	106	106	109	x	111	109	104
C[C@@H]1N=C(c2ccc(Cl)cc2Cl)Nc2nc3ccccn3c2C1=O	40	52	41	38	82	44	31	40
CC(C)C1CCC(C(=O)N[C@@H](Cc2ccccc2)C(=O)O)CC1 (stereo partly specified)	105	102	94	114	108	95	110	x
Cc1c(C(=O)OCCCl)c(=O)n(-c2ccccc2)n1C	108	93	94	94	x	121	106	105
C=C(C[C@@](O)(C(=O)Oc1ccccc1)C(=O)C(C)C)c1ccccc1	96	88	89	99	98	95	97	92
CC(=O)/C(N=Nc1ccc(S(=O)(=O)c2ccc(N=N/C(C(C)=O)=C(/C)O)cc2)cc1)=C(\C)O	114	109	105	117	116	106	105	108

Quoted from above (22 entries):
SMILES	UACC-62	UACC-257	A549/ATCC	SK-MEL-2	EKVX	MALME-3M	M14	SK-MEL-5
CCCCN1CCNC1=S	106	121	102	148	107	108	x	95
O=C(c1cc(-c2ccc(F)cc2)c2sc(=O)[nH]c2n1)N1CCOCC1	96	102	84	94	x	96	90	102
CCS(=O)(=O)Oc1ccc2c3c(c(=O)oc2c1)CCCCC3	93	82	71	x	x	104	95	89
Nc1ccccc1C(=O)NC1C(=O)Nc2ccccc21 (stereo unspecified)	87	101	102	100	87	93	90	95
c1cc[n+](C2c3ccccc3-c3ccccc32)cc1	92	90	81	73	90	98	91	100
COc1ccc2nc(C#N)ccc2c1	107	x	97	119	66	122	111	102
CC[n+]1ccc(Nc2ccc(NC(=O)c3ccc(Nc4cc[n+](CC)c5ccc([N+](=O)[O-])cc45)cc3)cc2)cc1	79	56	66	111	x	40	84	66
C#C[C@@]1(O)[C@@H](CO)O[C@@H](n2cc(Cl)c3c(N)ccnc32)[C@@H]1O	105	89	67	77	90	82	85	71
COC(=O)c1c(C(=O)OC)c2ccc3c4ccccc4ccc3n2c1C(=O)C(Br)Br	85	92	100	108	104	90	101	99
O=C(c1ccc(F)c(Cl)c1)N1c2ccccc2Sc2ccccc21	26	61	66	65	74	64	53	34
COc1ccc(/C(=N/N=C(N)N)c2ccccc2)cc1OC	97	100	98	101	99	103	100	100
COc1ccc(/C=C/c2nc3ccccc3c3nnc(-c4ccc(Cl)cc4)n23)cc1	41	97	52	88	75	109	60	x
COc1c(Cl)cc(Cl)cc1Cl	100	122	116	117	x	143	116	109
CCn1c(Sc2nnc(NC(=O)CSC(=S)N3CCCCC3)s2)nc2c1c(=O)n(C)c(=O)n2C	61	94	78	81	88	71	68	85
COc1cc(/C=C/C(=O)c2ccc(N3CCN(C)CC3)cc2)ccc1F	89	90	77	115	88	103	74	96
S=C(S)NNc1ccccc1	104	x	x	90	x	92	89	100
CCCC(C)NCCOC(=O)Nc1ccccc1 (stereo unspecified)	98	106	106	109	x	111	109	104
C[C@@H]1N=C(c2ccc(Cl)cc2Cl)Nc2nc3ccccn3c2C1=O	40	52	41	38	82	44	31	40
CC(C)C1CCC(C(=O)N[C@@H](Cc2ccccc2)C(=O)O)CC1 (stereo partly specified)	105	102	94	114	108	95	110	x
Cc1c(C(=O)OCCCl)c(=O)n(-c2ccccc2)n1C	108	93	94	94	x	121	106	105
C=C(C[C@@](O)(C(=O)Oc1ccccc1)C(=O)C(C)C)c1ccccc1	96	88	89	99	98	95	97	92
CC(=O)/C(N=Nc1ccc(S(=O)(=O)c2ccc(N=N/C(C(C)=O)=C(/C)O)cc2)cc1)=C(\C)O	114	109	105	117	116	106	105	108
